# NCI-60 one-dose screen, 48 h, at 10 µM unless noted. Numbers give growth in % (100 = growth as untreated, 0 = no growth, -100 = all killed).
# SK-OV-3 – SK-OV-3 ovarian cancer cells; 80,000 compounds, 3.2% hits
# SN12C – SN12C renal cancer cells. 81,000 compounds, 3.8% hits
# NCI/ADR-RES – NCI/ADR-RES ovarian cells; AID 1794790; 81,000 compounds, 4.4% hits
# OVCAR-5 – OVCAR-5 ovarian cancer. 82,000 compounds, 2.9% hits. AID 1794783
# OVCAR-4 – OVCAR-4 ovarian cancer cells; 80,000 compounds, 3.7% hits
# IGROV1 – IGROV1 ovarian cancer; AID 1794786; 79,000 compounds, 4.7% hits
# OVCAR-3 – OVCAR-3 ovarian cancer. AID 1794787. 79,000 compounds, 7% hits
# NCI-H226 – NCI-H226 lung cancer. 79,000 compounds, 3.5% hits. AID 1794732
# NCI-H23 – NCI-H23 lung cancer; 80,000 compounds, 4% hits; AID 1794731
# * hit, by the source's call; . = no result given; & = joins results of further samples; [ ] = dose if it differs, or a comment. The calls were made as follows: active = growth percent below 10; inactive = the rest.
smiles,NCI-H23,NCI-H226,IGROV1,SK-OV-3,OVCAR-3,SN12C,OVCAR-5,OVCAR-4,NCI/ADR-RES
CN(Cc1cnc2nc(N)nc(N)c2n1)c1c(Cl)cc(C(=O)NC(CCC(=O)O)C(=O)O)cc1Cl (stereo not given),26,68,28,56,48,26,49,55,35
OCCc1ccc2ccccc2n1,102,102,107,111,105,103,98,113,106
C=CCC(C#N)(NC(C)=O)C(=O)OCC (stereo not given),99,104,104,99,99,104,95,90,101
COc1cc(/C=C/C(=O)NCCn2c(C)cc3ccccc32)cc(OC)c1OC,97,97,111,100,100,98,108,104,100
COc1ccc(-c2csc(NC(=O)CSc3nc(-c4ccccc4)c(C#N)c(=O)[nH]3)n2)cc1,84,90,96,106,97,100,87,102,103
C=C1C(=O)O[C@H]2[C@H]1CC/C(COC(=O)CCSCCC(=O)OC/C1=C/CC[C@@]3(C)O[C@H]3[C@H]3OC(=O)C(=C)[C@@H]3CC1)=C\CC[C@@]1(C)O[C@@H]21,9.2*,-40*,-17*,94,-69*,0.1*,-6.3*,42,53
O=C(c1ccc(F)c(Cl)c1)N1c2ccccc2Sc2ccccc21,79,77,71,89,63,99,87,80,40
CCCCN(CCCC)C(=O)C(C)OC(C)=O (stereo not given),107,103,102,112,110,104,100,107,110
N#Cc1c2ccccc2c2n1-c1ccccc1OC(c1ccccc1)C2=O (stereo not given),23,21,43,65,41,15,56,15,14
O=C(c1ccc2c(c1)OCO2)c1ccc[nH]1,101,101,110,126,103,110,106,102,111

# Part of the list above, set out differently:
> OCCc1ccc2ccccc2n1
- NCI-H23: 102
- NCI-H226: 102
- IGROV1: 107
- SK-OV-3: 111
- OVCAR-3: 105
- SN12C: 103
- OVCAR-5: 98
- OVCAR-4: 113
- NCI/ADR-RES: 106

> C=CCC(C#N)(NC(C)=O)C(=O)OCC (stereo not given)
- NCI-H23: 99
- NCI-H226: 104
- IGROV1: 104
- SK-OV-3: 99
- OVCAR-3: 99
- SN12C: 104
- OVCAR-5: 95
- OVCAR-4: 90
- NCI/ADR-RES: 101

# Next results.
smiles,NCI-H23,NCI-H226,IGROV1,SK-OV-3,OVCAR-3,SN12C,OVCAR-5,OVCAR-4,NCI/ADR-RES
CCOC(=O)c1cnc2ccc(OC)cc2c1Nc1cccc(NS(C)(=O)=O)c1,100,99,102,124,108,101,106,112,96
COc1ccc2[nH]cc(/C=C(\C#N)C(=O)N3c4ccccc4Sc4ccc(SC)cc43)c2c1,75,65,86,94,84,80,81,103,71
Cn1cc(Nc2ncnc(-c3ccc(N4CCCC4)c(C#N)c3)n2)cn1,86,61,52,76,82,71,85,79,67
O=C(NCCNc1nccc(-n2ccc3cccnc32)n1)c1ccc(C(F)(F)F)cc1,105,98,103,100,109,99,106,100,105
C=CCC(C(=O)OCCN(CC)CC)(c1ccccc1)c1ccccc1,87,93,.,82,96,.,92,105,81
COc1cc(CNC(=O)/C=C/C=C/c2ccc3c(c2)OCO3)ccc1OCc1cn(-c2cccc(C(F)(F)F)c2)nn1,105,95,96,.,101,105,108,94,95
CC(C)NC(=O)c1ccccc1,90,102,109,99,108,102,113,101,101
C[C@]12CCC(=O)C=C1CC[C@H]1[C@@H]3C[C@@H](O)[C@](O)(C(=O)CO)[C@@]3(C)C[C@H](O)[C@@]12F,110,83,98,72,105,83,87,96,95
Cc1ccc2nc(-c3ccc(N)cc3)sc2c1,82&88,71&81,69&73,83&108,84&84,75&63,83&89,81,88&95
CC(C)(C)c1ccc(C(=O)O)c(Br)c1,99,107,120,105,120,98,120,107,104

# 2 records drawn at random from those above:
smiles,NCI-H23,NCI-H226,IGROV1,SK-OV-3,OVCAR-3,SN12C,OVCAR-5,OVCAR-4,NCI/ADR-RES
CC(C)(C)c1ccc(C(=O)O)c(Br)c1,99,107,120,105,120,98,120,107,104
Cc1ccc2nc(-c3ccc(N)cc3)sc2c1,82&88,71&81,69&73,83&108,84&84,75&63,83&89,81,88&95

# (more compounds)
smiles,NCI-H23,NCI-H226,IGROV1,SK-OV-3,OVCAR-3,SN12C,OVCAR-5,OVCAR-4,NCI/ADR-RES
CCOC(=O)c1sc(/N=C2\C(=O)Nc3ccc(OC)cc32)nc1C,84,107,98,95,104,102,118,98,95
CCN1CCN(CCNc2nccc(-c3c(-c4cccc(O)c4)nc4sccn34)n2)S1(=O)=O,88&87,99&99,57&54,39&38,87&93,67&76,95&87,78&106,103&102
O=S(=O)(O)c1ccc(N=Nc2ccc(O)cc2)cc1,102,104,122,105,107,102,95,102,100
Cc1ccc(C(Cl)(c2ccc(C)cc2)c2ccc(C)cc2)cc1,101,107,111,108,127,100,105,111,104
NC(=O)c1c(Nc2ccc(Cl)cc2)nn2c(-c3ccc(Br)cc3)c(-c3nc4ccccc4s3)c(N)nc12,101,85,102,105,117,98,104,100,105
COc1ccc2[nH]c(=O)c(CSc3cccc(N)c3)cc2c1,79,74,74,95,67,.,92,50,73
O=C(CCCCCCN1CC(=O)N2[C@@H](c3cccc(Br)c3)c3[nH]c4ccccc4c3C[C@H]2C1=O)NO,43,92,2.4*,14,6.2*,45,29,49,92
Cc1ccc(S(=O)(=O)OC(C#N)c2ccccc2)cc1 (stereo not given),103,106,90,96,113,113,105,93,107
CCOC(=O)c1c(C)nc2c(c1N)C(=O)C(=O)N2Cc1ccc(OC)cc1,60,91,83,108,18,83,97,47,8.4*
CCc1nn2c(-c3ccc(Cl)cc3C)c(-c3cc(OC)c(OC)c(OC)c3)nc2s1,89,87,73,95,73,80,93,54,78
COc1c2ccoc2c(OC)c2oc(=O)ccc12,99,104,114,118,108,107,86,114,106
CNS(=O)(=O)c1cc(C)ccc1C,103,109,107,106,108,104,107,101,103
O=C(O)C(c1ccccc1)N1CCOCC1 (stereo not given),103,110,117,111,113,107,106,116,105
COC(=O)c1oc2c(C(C)=O)c(OCCN3CCCCC3)ccc2c1C,98,118,-8.5*,107,.,119,107,161,96
CC(=O)N(C)c1ccc(Nc2ccc(Nc3ccc(N(C)C(C)=O)cc3)c3c2C(=O)c2ccccc2C3=O)cc1,87,84,33,78,79,71,97,64,86
Cc1cccc(N=C2CCCC2C(=O)Nc2cccc(C)c2C)c1C (stereo not given),117,104,110,100,115,98,112,107,116
C(=C\[n+]1ccc2ccccc2c1)/c1ccccc1,88,88,102,89,102,92,93,93,106
O=CN1CCCCC1,91,105,124,113,112,104,104,108,103
C#CC1CC2C3CCC4=CC(=O)CCC4(C)C3CCC2(C)C1N(C)C (stereo not given),95,99,128,95,111,78,92,110,95
COc1ccc(Cn2cc3c(c2)-c2nc(N)ncc2CC3)cc1,82,86,.,105,91,104,90,99,90
CCCCCC1=NCCN1CCO,104,92,123,110,111,106,102,112,110
S=C(S)OCN1CCOCC1,94,97,56,99,118,103,98,56,96
Cc1[nH]c(=O)[nH]c(=O)c1CCSSCCc1c(C)[nH]c(=O)[nH]c1=O,107,102,100,103,117,104,110,117,104
COc1cc(/C=C2\CN(C)CC3=C2Nc2nc(SC)[nH]c(=O)c2C3c2cc(OC)c(OC)c(OC)c2)cc(OC)c1OC (stereo not given),49,72,31,88,16,24,101,76,-7.0*
O=C(O)CC(C(=O)O)C(c1ccccc1)c1ccccc1 (stereo not given),113,103,117,102,116,94,109,108,112
CC1=CC(=O)C(c2ccc(O)cc2O)=CC1=O,98,88,88,101,115,97,117,97,.
O=C(O)c1cccnc1Br,98,100,98,94,104,.,101,102,99
Clc1cc(Cl)c(Cl)c(Cl)c1Cl,99,109,111,104,111,110,102,106,102
CC/C(=C(/c1ccc(O)cc1)c1ccc(OCCN2CCOCC2)cc1)c1ccc(Cl)cc1,99,92,107,96,102,95,91,106,101
CCCCCC(C)(O)C(C(=O)O)c1ccccc1 (stereo not given),107,104,102,101,119,98,96,102,112
Cn1cc(-c2nc(-c3cn(C)c4ncccc34)cs2)c2cc(F)ccc21,43,69,44,57,1.5*,46,56,.,11
O=C(OCC(COC(=O)c1ccccc1)(COC(=O)c1ccccc1)[N+](=O)[O-])c1ccccc1,91,99,110,102,117,.,113,108,101
O=C1Nc2ccc(F)cc2/C1=N/N=C/c1cccc(F)c1,93,93,97,99,84,95,102,85,98
CCCCOC(=S)Nc1ccc(S(=O)(=O)Nc2ccc(Cl)nn2)cc1,98,94,107,109,106,108,110,97,105
COc1ccc(Cc2cnc(NC(=O)c3sc4ccccc4c3Cl)s2)cc1,28,50,26,34,-8.5*,29,48,60,6.4*
CS(=O)(=O)c1ccc(-c2[nH]c3ccccc3c2/C=N/N=C(N)N)cc1,101,98,98,88,103,92,101,92,103
NC(=O)c1ccc(-c2cccc3c(=O)nc(N4CCOCC4)oc23)cc1,92,83,103,103,99,104,97,90,97
COCCn1cc(-c2nc(-c3cccnc3)cs2)c2cc(F)ccc21,94,92,110,7.4*,94,96,93,96,86
CC1=C(/C=C/C(C)=C/C=C/C(C)=C\C(=O)O)C(C)(C)CCC1,104,100,113,98,109,94,95,94,102
CCOC(=O)c1ccc(N=C2NC(=O)/C(=C/N(C)C)S2)cc1,103,99,106,.,101,95,102,98,101
C=C(NC(C)=O)C(=O)O,96,92,103,106,.,98,103,113,101
COc1cc2c(cc1OC)C(c1c(Cl)cccc1Cl)=NCC2,63,80,81,92,83,75,93,.,86
Cc1cc(=O)n(C(=O)NCc2ccc(Cl)cc2Cl)[nH]1,101,98,113,94,111,102,111,121,107
CN1CCN(c2ccnc(NCCNc3nc(N4CCOCC4)nc(N4CCOCC4)n3)n2)CC1,106,100,98,107,108,98,116,116,108
CN1CCc2c(sc3ncnc(N/N=C/c4cn(-c5ccccc5)nc4-c4ccc(Cl)cc4)c23)C1,-21*,33,1.9*,64,-17*,25,27,-9.3*,-35*
CCOc1ccc(NC(=O)OCC(C)C)cc1,106,107,104,119,132,102,97,118,106
CCN=C1C=CC(=C(c2ccc(N(C)C)cc2)c2ccc(N(C)C)cc2)c2ccccc21,-5.9*,-7.5*,-7.0*,-35*,-61*,-22*,4.1*,16,12
O=C1CSC(=S)N1/N=C/c1ccc2c(c1)OCO2,92,95,97,87,107,88,94,102,97
CCn1c2c(c3ccccc31)SC1c3cccn3CCN1C2=S (stereo not given),94,108,80,100,100,98,104,55,102
O=C(Nc1ccc2c(c1)-c1ccccc1C2)C1CC(=O)N(c2ccc3c(c2)OCO3)C1 (stereo not given),52[50 µM],30[50 µM],80[50 µM],76[50 µM],31[50 µM],73[50 µM],84[50 µM],2.4*[50 µM],59[50 µM]

# Later entries:
smiles,NCI-H23,NCI-H226,IGROV1,SK-OV-3,OVCAR-3,SN12C,OVCAR-5,OVCAR-4,NCI/ADR-RES
O=c1c2cc3c(=O)n(-c4cccc(Cl)c4)c(=O)c3cc2c(=O)n1-c1cccc(Cl)c1,95,95,99,110,111,107,91,.,99
N#Cc1c(-c2ccc(Cl)cc2)nc(SCCCCCC(=O)NO)[nH]c1=O,.,102,109,108,112,109,102,114,103
O=C1C=C(c2ccccc2)C1(Cl)Cl,116,109,125,115,101,101,111,101,104
Nc1ccc([N+](=O)[O-])cn1,96,107,101,84,107,99,98,116,101
COc1ccc([C@@H](CCO)C[C@H](C)c2ccc3ccccc3c2)cc1,80,79,83,95,93,95,101,84,70
O=C1/C=C/[C@@H](O)[C@@H]2C[C@@H](O)C[C@H]2/C=C/CCC[C@H](CCOCc2ccccc2)O1,7.5*,-32*,15,31,-46*,11,8.1*,26,6.9*
Cc1ccc(/C=C2/SC(=S)N(CC(=O)Nc3ncc(Cc4ccc(Cl)cc4)s3)C2=O)cc1,99,.,99,99,104,97,100,98,104
O=C(NCCNc1cc(-c2cn(-c3ccccc3)nc2-c2cccc(O)c2)ccn1)Nc1ccc(Cl)c(C(F)(F)F)c1,41,82,69,95,.,66,60,73,50
O=C(c1ccc(C(F)(F)F)c(Cl)c1)N(Cc1ccc(Cl)cc1)c1ccc(-c2cc(C(F)(F)F)[nH]n2)c(O)c1,6.5*,-5.3*,15,-4.3*,6.9*,15,17,20,3.0*
CC(=O)c1ccc(S(=O)(=O)NCCNc2nc(N(C)C)nc(N3CCOCC3)n2)cc1,104,106,114,115,107,108,106,101,98
Cc1ccc(S(=O)(=O)OCCCc2cn(-c3ccc(-c4ccccc4)cc3)nn2)cc1,99,94,101,106,103,98,101,82,96
CCC(C)CC(C)C(=O)C1=C(O)/C(=C\c2ccc(O)cc2)NC1=O (stereo not given),97,87,124,106,93,97,101,83,88
COc1cc(/C=C/c2cc(/C=C/c3ccc(O)c(OC)c3)n(-c3c(Cl)cccc3Cl)c(=O)n2)ccc1O,29,49,33,48,11,28,58,56,55
Clc1ccc(NCc2nnc(-c3ccc(Cl)cc3)o2)cc1,101,86,79,93,91,86,100,91,94
O=c1c2oc3ncccc3c2ncn1-c1ccccc1,93,86,77,98,92,103,97,102,.
COc1cc(/C=C/C(=O)Nc2ccc3c(c2)/C(=C\c2cc(OC)c(OC)c(OC)c2)C(=O)N3)cc(OC)c1OC,80,94,88,107,61,85,98,72,92
O=C(/C=C/c1ccc(C(F)(F)F)cc1)c1c(O)c2ccccc2oc1=O,.,96,103,96,103,100,117,107,105
CC(=O)Nc1ccc(/C=N\NC(=O)CCCC(=O)N/N=C/c2ccc(NC(C)=O)cc2)cc1,105,105,119,118,114,99,107,118,117
COc1ccc(N=Nc2cc(-c3ccc(Cl)cc3)oc2O)cc1,100,97,97,107,106,96,104,113,104

# Look-ups from the entries so far:
# SK-OV-3, `CCC(C)CC(C)C(=O)C1=C(O)/C(=C\c2ccc(O)cc2)NC1=O` (stereo not given) : 106
# OVCAR-3, `Clc1ccc(NCc2nnc(-c3ccc(Cl)cc3)o2)cc1` : 91
# NCI/ADR-RES, `COc1ccc(N=Nc2cc(-c3ccc(Cl)cc3)oc2O)cc1` : 104

# Screening results: PubChem, NCI

# This is a random part of the collection. About 9.4% of those tested had a hit in this group.
